INS-1E GSIS act – GLuc luminescence reporter in INS-1E cells, primary screen for activators of glucose-dependent secretion of insulin. activation, % at 16.6 µM. 370,000 tested, 0.61% active. AID 743287. INS-1E GLuc reporter insulin secretion, 2-3 h;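 active = lowest replicate activation of at least 40%, so every replicate reaches that level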;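 also: 0% = median of neutral control wells and 100% = median of IBMX positive control wells; some compounds called inactive have numbers as strong as hits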
F508del corr – CFTR F508del correction in bronchial cells | CFBE cells, YFP halide quenching; stimulated with forskolin plus potentiator P3; % fluorescence drop versus neutral controls | activity (quench increase), % at 7.58 µM | 350,000 tested, 0.36% active | AID 720511;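 active = mean added fluorescence quench of at least 8% versus neutral control, with both replicates also reaching 8%; inconclusive = only one of the mean or replicate conditions met; inactive = mean below 8% and not both replicates reaching 8%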;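 also: cells transiently co-express mutant CFTR-F508del with the halide-sensitive YFP; corrector assay measuring rescue of mutant channel to the surface after 24 h compound exposure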
PAX8 inh HTS – lowers PAX8-driven luciferase in RMG-I cells; RMG-I TPO-luciferase reporter, SteadyGlo, 24 h; inhibition, % at 12.6 µM; 360,000 tested, 1.2% active; AID 652154;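 active = mean replicate inhibition at least 60% with every replicate also reaching 60%; inconclusive = only one of the two criteria is met; inactive = mean below 60% and not all replicates reaching 60%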;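 also: luciferase light reporting Pax8 driven TPO promoter activity; plate controls were median of neutral control wells for no effect and mitoxantrone controls for full effect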
ARNT-TACC3 inh – ARNT/TACC3 interaction disruption; inhibition, % at 9.99 µM; AID 623870; AlphaScreen His-ARNT PAS-B/GST-TACC3 binding, luminescence; TACC3 fragment carries E629A point mutation; 390,000 tested, 0.66% active; Q9Y6A5;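 active = mean inhibition of replicates at least 50% and at least half of replicates each reaching 50%; inconclusive = half or more replicates reach 50% but mean below 50%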;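 also: 0% = complete ARNT plus TACC3 wells and 100% = ARNT alone without TACC3; many hits fall short of the cut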
EWS-Fli inh – inhibitors of EWS/Fli oncoprotein transcriptional activity; inhibition, % at 12.6 µM; A673 NR0B1-luciferase reporter, viability-normalised; AID 651661; 350,000 tested, 0.67% active;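 active = mean inhibition of at least 50% after viability correction, with every replicate also passing that limit; inconclusive = mean reaches 50% but only one of two replicates passes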;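 also: firefly luciferase signal divided by Alamar Blue viability fluorescence both relative to DMSO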
XiGFP reactiv – activators of X-chromosome reactivation in mouse fibroblasts; AID 743238; XiGFP mouse fibroblasts, % GFP-positive cells imaging, 3 d; cells co-treated with 5-aza-dC sensitizer; scaled so ellipticine positive control = 100%; 360,000 tested, 0.055% active; activation, % at 7.58 µM;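 active = mean normalized replicate activation at least 10% and every replicate at or above 10%; inconclusive = only one of the two criteria met; inactive = mean below 10% and not all replicates reach 10%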;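 also: 0% = median of on-plate neutral control wells and 100% = ellipticine 6 µM median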
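Material: XiGFP fibroblasts, SV40-immortalized. Buffer or medium: DMEM plus 5-aza-dC sensitizer. Compound: single concentration per compound, delivered by pin transfer. Times: 3 days compound exposure. Controls: ellipticine 6 µM.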
ERp5 inh – inhibitors of human ERp5; ERp5 insulin aggregation, absorbance 650 nm, 90 min; AID 651711; Q15084; inhibition, % at 9.99 µM; 350,000 tested, 0.05% active;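 active = mean replicate inhibition above about 25%, with every replicate also reaching it, limit read from the data, passing the limit was not always enough; inconclusive = only one of those two criteria met; inactive = neither criterion met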
Target sequence (Q15084 whole entry, looked up): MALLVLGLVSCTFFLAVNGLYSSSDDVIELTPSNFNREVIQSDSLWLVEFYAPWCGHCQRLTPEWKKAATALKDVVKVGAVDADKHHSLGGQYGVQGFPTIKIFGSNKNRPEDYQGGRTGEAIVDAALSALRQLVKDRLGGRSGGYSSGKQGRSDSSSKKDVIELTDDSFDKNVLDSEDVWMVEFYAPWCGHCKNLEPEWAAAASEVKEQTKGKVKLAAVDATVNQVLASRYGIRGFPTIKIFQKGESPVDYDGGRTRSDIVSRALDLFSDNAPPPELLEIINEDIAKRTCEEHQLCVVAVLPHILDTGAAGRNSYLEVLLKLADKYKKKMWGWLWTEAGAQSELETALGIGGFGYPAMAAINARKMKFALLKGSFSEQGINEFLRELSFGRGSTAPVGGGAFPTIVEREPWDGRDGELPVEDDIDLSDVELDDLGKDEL
DENV2 CPE – DENV2-induced cell death inhibition. DENV2-infected cells, cytopathic effect rescue, plate reader. CPE inhibition, % at 9.99 µM. 350,000 tested, 1.7% active; in the data active = CPE inhibition above about 20%, passing the limit was not always enough; inconclusive = no clear call, values can overlap the other calls; tested in BHK-21 cells;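 also: 0% = median of neutral control wells and 100% = median of positive control wells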
Starred values were filed as active, the others as inactive; ? = inconclusive; nt = not tested or not shown; & = joins results of further samples.

Values run as follows: F508del corr, DENV2 CPE, ARNT-TACC3 inh, XiGFP reactiv, PAX8 inh HTS, INS-1E GSIS act, ERp5 inh, EWS-Fli inh
O=C(C[C@@H]1CC[C@H]2[C@@H](COC[C@H](O)CN2Cc2ccc(F)cc2)O1)N1CCc2ccccc2C1
    2.5, 10, -2, 0.0, -7, -11, -5, 3
COc1ccc(C(=O)Cn2c(C)nc([N+](=O)[O-])c2Br)cc1
    0.7, -4, -3, 0.1, 3, 10, -7, 16
Cc1cccc2nc(CNC(=O)CC3C(=O)NCCN3Cc3cccc(F)c3)cn12 (stereo not drawn)
    2.1, -2, -16, 0.0, 14, -17, 2, nt
CC1CN(S(=O)(=O)c2ccc(C(=O)Nc3nnc(-c4ccco4)o3)cc2)CC(C)O1 (stereo not drawn)
    nt, 3, 33, 0.0, 2, 9, 3, 6
O=C(c1ccc(OC2CCN(CCCc3ccccc3)CC2)cc1)N1CCCC1
    1.7, 19, 0, 0.1, -6, 9, 6, nt
COc1cccc2cc(C(=O)N3CCCCCCC3)c(=O)oc12
    -1.6, 0, 3, 0.4, -5, 2, -1, -79
CN=C1S/C(=C\c2ccc(N3CCCC3)c(F)c2)C(=O)N1C
    3.8, -5, 0, -0.1, -65, 17, 3, -73
COc1ccc(C(=O)Nc2ccc(NC(=O)c3ccccc3)cc2)cc1S(=O)(=O)N1CCOCC1
    -2.0, -8, -3, 0.0, 16, 0, 6, -5
COc1ccc(S(=O)(=O)Nc2ccc3c(c2)C(=O)N([C@@H](C)CO)C[C@@H](C)[C@H](CN(C)S(=O)(=O)c2ccc(C)cc2)OCCCC[C@@H](C)O3)cc1
    1.6, ?, 5, 0.2, 44, 7, 1, 9
c1ccc(-c2[nH]ncc2CN2CCc3ccccc3C2)cc1
    0.0, -3, 4, 0.0, 11, 20, 6, 10
C[C@@H]1CN([C@H](C)CO)C(=O)c2cc(NC(=O)Cc3cn(C)c4ccccc34)ccc2O[C@H]1CN(C)Cc1ccc(Oc2ccccc2)cc1
    0.6, 14, -7, -0.8, nt, -12, -1, -6
C[C@H](CO)N1C[C@H](C)[C@H](CN(C)Cc2ccccc2)Oc2ncc(C3=CCCC3)cc2C1=O
    -3.5, ?, -6, -0.6, nt, -1, -1, -5
CC(C)CCNC(=O)C1CCC(=O)N1CCc1ccccc1 (stereo not drawn)
    nt, 1, 2, 0.5, 10, 16, 0, 11
CCN(CC)C(=O)CSc1nc2sc3c(c2c(=O)n1CCCOC)CCC3
    2.6, -1, 8, 0.0, 22, 0, 0, 14
C[C@@H]1CN([C@H](C)CO)C(=O)Cc2cc(NS(=O)(=O)c3cn(C)cn3)ccc2O[C@@H]1CN(C)Cc1ccncc1
    0.3, ?, -2, -1.5, 15, 3, 0, 1
Cc1ccc(NC(=O)C2CCCCC2)cc1C
    1.2, 70*, -4, 0.2, -8, 1, 2, -9
COc1ccc(OCCCN2CCc3ccccc3C2)cc1
    -0.3, 3, 30, 0.3, 9, -16, 1, 6
CCC(=O)N1[C@H](CN(CC)C(C)=O)[C@@H](c2ccc(-c3cccnc3)cc2)[C@@H]1CO
    2.9, -13, -8, 0.0, 2, 8, 9, -3
COC(=O)c1c(N2C(=O)[C@H]3[C@@H](C2=O)[C@]2(C(=O)Nc4c(C)cc(C)cc42)N2CCC[C@@H]32)sc(C)c1C
    4.9, nt, 3, 0.4, 30, -7, 9, 9
C=CC[C@@H](Cc1ccc(F)cc1)C(=O)OC[C@@H]1CCCN1C(=O)[C@@H](CC=C)CC(=O)NCCO
    -0.6, 10, -4, -0.4, 4, -9, -3, -4
C[C@@H]1CCCCO[C@H](CN(C)Cc2ccc3c(c2)OCO3)[C@@H](C)CN([C@H](C)CO)C(=O)c2cc(NC(=O)Nc3cccc4ccccc34)ccc2O1
    -2.7, -12, 5, 0.2, 3, -11, nt, 10
O=[N+]([O-])c1ccc2c(c1)nc1n2CCN(C2CCCCC2)C1
    -0.1, 2, -10, -0.1, -191, -4, 2, -89
CCCC#Cc1ccc2c(c1)O[C@@H](CN(C)Cc1ccccc1)[C@@H](C)CN([C@H](C)CO)S2(=O)=O
    2.3, -3, 14, -0.4, 22, -5, -3, 13
C[C@@H]1CN([C@@H](C)CO)C(=O)c2cc(NS(C)(=O)=O)ccc2O[C@@H](C)CCCCO[C@@H]1CN(C)Cc1ccc(C(F)(F)F)cc1
    0.6, 1, -2, -1.2, -19, -9, nt, -2
COC(=O)C1=C(C(=O)OC)N2C=CC=CC2(C)C(C(=O)OC)=C1C(=O)OC (stereo not drawn)
    1.2, nt, 2, -0.1, 36, -1, -1, -10
CC1CCCCC1NC(=O)CCNS(=O)(=O)c1ccc(Cl)cc1 (stereo not drawn)
    -0.8, 9, 2, 0.1, 7, -2, 2, 3
CNC[C@@H]1Oc2ccc(NC(=O)Nc3ccc(C(F)(F)F)cc3)cc2C(=O)N([C@@H](C)CO)C[C@H]1C
    0.7, 3, -4, 0.2, -1, 2, 2, 9
CC1(C)CC(=O)c2sc(NS(=O)(=O)c3ccc(F)cc3)nc2C1
    1.8, 0, -6, 0.0, 8, 5, 0, 8
COC(=O)c1ccc(Cn2nc(-c3ccc(C)c(C)c3)ccc2=O)cc1
    2.7, -4, -2, 0.0, -11, 4, -3, -10
O=C(O)c1ccccc1CSc1ncccc1C(=O)O
    2.2, -4, -2, 0.1, 6, -6, -6, 1
Cc1ccc(C(=O)NCC(=O)OC(C)C(=O)Nc2ccccc2[N+](=O)[O-])s1 (stereo not drawn)
    -0.9, 0, 3, 0.1, -7, 8, -5, -1
CC(=O)OCC1OC(n2ncc(=O)n(Cc3ccccc3)c2=O)C(OC(C)=O)C1OC(C)=O (stereo not drawn)
    -0.2, 13, -5, 0.0, -4, 20, 3, 3
O=C(C[C@H]1CC[C@H](NC(=O)c2ccc(F)cc2)[C@@H](CO)O1)NCc1ccncn1
    -0.2, ?, -2, -0.6, nt, -5, 0, nt
CC(=O)c1ccc(S(=O)(=O)N(C)CC(=O)Nc2cccc(S(=O)(=O)N3CCCC3)c2)cc1
    -1.7, 5, nt, -0.1, -24, -12, -6, -26
COc1cccc(-c2ccc3n(c2=O)C[C@@H]2[C@@H](CO)[C@H](C(=O)N(C)C)[C@H]3N2CC2CC2)c1
    1.8, 5, -15, 0.3, 2, 20, 6, -1
CCCN(C)C[C@@H]1OCc2cnnn2CCCC(=O)N([C@@H](C)CO)C[C@H]1C
    1.1&0.4, 3, -4, -0.5, -12&-8, -4, -1, -1&2
COc1ccc(C#Cc2ccc([C@@H]3[C@@H](CO)N4C(=O)CN(C(=O)c5ccc(F)cc5)C[C@@H]34)cc2)cc1
    6.1, ?, nt, 0.0, nt, 5, 6, -4
CCc1nc2ccc(C(=O)NCc3ccc(OC)cc3)cn2c1N(C)Cc1ccc(OC)cc1
    1.7, -9, nt, -0.1, 0, -11, 5, 13
CCN(CC)S(=O)(=O)c1cc(C)c(C)cc1OCC(=O)NC1CCCC1
    -2.0, -9, 1, 0.2, -5, -13, 2, 8
C[C@H](CO)N1C[C@H](C)[C@H](CN(C)S(=O)(=O)c2cccs2)Oc2ccc(NC(=O)Nc3ccccc3)cc2CC1=O
    0.4, -6, 6, 0.1, -11, -17, -8, -3
Cc1ccccc1C(=O)Nc1ccc(O)c2c(=O)cc(-c3ccccc3Cl)oc12
    0.5, 10, -1, 0.0, 4, 15, 1, 23
CCOc1ccc(N=Nc2c(C)noc2C)cc1
    -0.3, -2, 2, 0.0, -1, 0, 4, 5
O=C(CCc1nc2ccccc2[nH]c1=O)OCc1ccc(S(=O)(=O)N2CCOCC2)cc1
    -2.0, 3, -2, nt, nt, 4, -2, 4
CCCNC(=O)NC[C@@H]1[C@@H](c2ccc(C3=CCCCC3)cc2)[C@@H](CO)N1C(C)=O
    -1.9, -6, 5, 0.1, -4, -5, 2, -2
Cc1cc(C)n(C(=O)CCCn2cc([N+](=O)[O-])cn2)n1
    -0.1, 1, 11, 0.1, 3, 4, 2, 4
C=CCNC(=O)N1CCC(n2nccc2NC(=O)CCCc2ccccc2)CC1
    0.0, -4, -10, 0.0, 2, -2, -3, nt
C/C(=N\NC(=O)c1cccc(N/N=C(\C)c2ccco2)c1)c1ccco1
    -2.8, 0, 0, 0.1, 4, -1, 4, -22
Cc1ccc(CC2CC(=O)N(c3nc4ccccc4s3)C2=O)cc1 (stereo not drawn)
    4.2, 1, 8, -0.1, 10, -9, -2, 1
C[C@@H]1CN([C@H](C)CO)C(=O)c2cccc(NS(=O)(=O)c3cn(C)cn3)c2O[C@H]1CN(C)C(=O)NC1CCCCC1
    -2.0, ?, -5, -1.1, nt, 1, -2, -7
CCOC(=O)c1cc2sccc2n1CC(=O)N1CCCC1
    -3.4, -1, -2, nt, nt, -5, -6, 6

(next part)
Values run as follows: F508del corr, DENV2 CPE, ARNT-TACC3 inh, XiGFP reactiv, PAX8 inh HTS, INS-1E GSIS act, ERp5 inh, EWS-Fli inh
COc1cccc(-c2csc(NC3OC(=O)c4c3ccc(OC)c4OC)n2)c1 (stereo not drawn)
    -1.1, 0, nt, -0.1, -37, -1, 8, -21
NS(=O)(=O)c1ccc(NC(=O)CN2CCCc3ccccc32)cc1
    0.5, 6, 9, 0.0, 24, nt, 3, -3
COC(=O)Nc1ccc(S(=O)(=O)Nc2cc(C(F)(F)F)c[nH]c2=O)cc1
    4.5, ?, -11, 0.1, 8, 4, -1, 10
COc1ccc(C(=O)N2CCCC(CCC(=O)NCc3ccc(F)c(F)c3)C2)cc1F (stereo not drawn)
    1.3, 6, 3, 0.0, -1, -43, 3, -6
COc1ccc(-n2ncc3c(N4CCN(Cc5ccccc5)CC4)ncnc32)cc1
    1.8, nt, nt, 0.0, -1, -25, 3, -21
C[C@@H]1CN([C@@H](C)CO)C(=O)c2cc(NS(=O)(=O)c3ccccc3)ccc2O[C@@H](C)CCCCO[C@H]1CN(C)C(=O)Nc1cccc2ccccc12
    1.4, ?, 0, 0.0, -5, 2, -3, 6
O=C(CCNC(=O)OCc1ccccc1)NC1CCCCCC1
    nt, -6, 1, -0.4, -5, -4, -11, -19
O=C(Nc1ccc2nc([C@@H]3O[C@H](CO)[C@@H](O)[C@H](O)[C@H]3O)[nH]c2c1)NC(c1ccccc1)c1ccccc1
    0.1, 7, nt, 0.5, -7, -5, 4, -1
CNC[C@@H]1Oc2ncc(Br)cc2C(=O)N([C@@H](C)CO)C[C@H]1C
    -0.7, -2, 0, 0.3, -25, 29, 1, 1
O=S1c2ccccc2Nc2ccccc21
    1.8, -21, 0, 0.5, -5, nt, 1, 2
CNC(=O)CC1C(=O)N(Cc2ccccc2)C(=S)N1NC(=O)c1cccc(F)c1 (stereo not drawn)
    -1.1, -2, -2, 0.0, 28, -17, 1, 14
C=CCn1c(C)cc(C(=O)COC(=O)/C=C/c2ccc(OC)cc2)c1C
    -1.2, 4, 7, 0.2, -13, 10, 5, -10
Cc1c(NC(=O)C(C)C)cccc1-c1nc2ncccc2o1
    3.9, 2, -16, 0.1, -19, 13, -2, -6
Cc1ccc(-n2cc(CNCCCn3ccnc3C)c(-c3ccc(F)cc3)n2)cc1
    1.8, 0, 15, -0.2, -20, 44*, 2, 0
CO[C@@H]1CN(C)C(=O)c2ccc(NC(=O)C3CC3)cc2OC[C@@H](C)N(CCC(F)(F)F)C[C@H]1C
    0.3, -4, nt, -0.7, 5, -20, 3, -4
